Eya2 phos inh: blocks the phosphatase activity of human Eya2. O00167. recombinant Eya2, OMFP fluorescence dephosphorylation (OMFP is methylfluorescein phosphate). Potency, µM (top dose mostly 76.9 µM), without a hit: top-dose activity, negative = inhibition, actives largely listed as inhibitors. 0.006% of 330,000 active. AID 488837; note: potency is the fitted concentration of half-maximal effect; % is set by controls: 0 for no effect and ±100 for the full control effect
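Eya2 (0.2 uM) preincubated 10 min at ambient with compound, then OMFP substrate added at 50 uM; 10 min reaction in 50 mM HEPES pH 7.5, 50 mM NaCl, 5 uM MgCl2, 0.05% BSA, 1 mM DTT. Fluorescence read at Ex 485/Em 525 nm.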
ELG1 DNA repair: ELG1-dependent DNA repair inhibition; HEK293T ELG1-luciferase reporter, luminescence, 16 h; DNA damage induced by 5-fluorouridine; Potency, µM (titrated, usually from 46.1 µM), inactives show top-dose activity change, negative = inhibition, actives largely listed as inhibitors; 2.3% of 330,000 active; AID 504467; note: potency is the fitted concentration of half-maximal effect; % is set by controls: 0 for no effect and ±100 for the full control effect; nearly all actives have a fitted effect of over 55% in size
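Reporter activity after DNA damage by 5-fluorouridine is monitored. Compound-treated cells incubate 16 hr at 37 °C, then ONE-Glo is added for 30 min before luminescence reading.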
A-T KAP1 phos: candidate therapy for ataxia-telangiectasia; […] A-T fibroblasts, KAP-1 phosphorylation AlphaLISA; neocarzinostatin DNA damage 30 min before lysis; Potency, µM (titrated, usually from 57.5 µM), inactives show at the highest dose activation, most hits filed as activators; 0.19% of 320,000 active; AID 485349; note: potency is the fitted concentration of half-maximal effect; % of control where 0% means no effect; nearly all actives have a fitted effect of over 45% in size
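hTERT-immortalized A-T patient fibroblasts ([…]), 500 cells/well in OPTI-MEM, 1% FBS, got compounds for 60 min, then NCS for 30 min at 37C. Lysates were then assayed for phospho-KAP-1 by AlphaLISA (anti-pKAP1 donor, anti-KAP1 acceptor beads), 6 hr at 25C.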
Tb PFK inh: inhibitors of T. brucei phosphofructokinase; O15648; T. brucei PFK, ADP-Glo luminescence; 0.17% of 330,000 active; Potency, µM (series often up to 57.5 µM), for inactives: at the highest dose activity, negative = inhibition, usual class: inhibitors; AID 485367;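 note: potency is the fitted concentration of half-maximal effect; 0% = uninhibited 1x PFK enzyme wells and -100% = no-enzyme wells; nearly all actives have a fitted effect of over 60% in size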
Target sequence (O15648 whole entry, looked up): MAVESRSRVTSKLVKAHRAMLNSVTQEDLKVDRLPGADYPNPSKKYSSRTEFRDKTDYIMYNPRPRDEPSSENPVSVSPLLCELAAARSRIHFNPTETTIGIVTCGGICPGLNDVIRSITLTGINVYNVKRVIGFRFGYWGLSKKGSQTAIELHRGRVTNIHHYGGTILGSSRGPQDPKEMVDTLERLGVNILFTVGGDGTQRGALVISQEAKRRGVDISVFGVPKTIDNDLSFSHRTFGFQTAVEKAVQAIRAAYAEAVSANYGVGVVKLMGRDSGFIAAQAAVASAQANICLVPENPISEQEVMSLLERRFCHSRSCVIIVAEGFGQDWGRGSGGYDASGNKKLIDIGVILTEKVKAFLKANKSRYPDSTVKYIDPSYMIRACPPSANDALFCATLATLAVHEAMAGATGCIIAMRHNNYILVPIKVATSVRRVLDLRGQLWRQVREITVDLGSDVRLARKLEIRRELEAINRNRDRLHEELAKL
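Luminescent ADP detection (ADP-Glo, two-step: ATP depletion then ADP-to-ATP conversion for luciferase) reported PFK activity after 45 min room-temperature reaction of 1.25 nM enzyme with 0.5 mM F6P and 0.1 mM ATP at pH 8.0.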
Mito fusion yeast: blocks mitochondrial division or promotes mitochondrial fusion; Potency, µM (doses to about 46.1 µM), inactives show at the highest dose growth rescue (activation), hits mostly activators; 0.23% of 320,000 active; AID 485298; S. cerevisiae fusion-defective mutant growth rescue, CellTiterGlo 48 h;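 note: potency is the fitted concentration of half-maximal effect; % of control where 0% means no effect; nearly all actives have a fitted effect of over 45% in size; temperature-sensitive fusion mutants such as fzo1-1 at 37 °C on non-fermentable ethanol glycerol medium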
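Luminescent cell viability in 1536-well qHTS format served as the measure of rescued growth in ts fusion-mutant S. cerevisiae cultured on non-fermentable YPEG for 48 hours at 37C.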
Integrin act MD: integrin-mediated muscular dystrophy alleviation activation; alpha7betagal myoblasts, beta-gal FDG fluorescence, 48 h; Potency, µM (highest dose often 38.3 µM), for inactives: at the top dose activation, most hits filed as activators; 0.064% of 350,000 active;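 note: potency is the fitted concentration of half-maximal effect; 100% = response of the positive control SU9516; nearly all actives have a fitted effect of over 60% in size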
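Alpha7betagal+/- myoblasts (passage 13) were plated 16-24 hr, then exposed to compounds (1:260 dilution of DMSO stock) for 48 hours at 37C. After MPER lysis, β-galactosidase reporter activity was read as FDG fluorescence (ex 480/em 540) after 30 minutes.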
BCR signal inh: chronic active BCR signaling inhibition. ABC-DLBCL IkBa-CBG/CBR reporter, luminescence ratio, 4 h. Potency, µM (doses to about 46.1 µM), without a hit: at the highest dose ratio change, negative = lower green/red ratio, actives largely listed as inhibitors. 0.05% of 340,000 active; active = well fitted inhibition curve with a large enough effect in the signal ratio, with a control signal flat, not every such curve was filed as active; inconclusive = small, poorly fitted or top-dose-only effect, or effect the other way, or a change in a side signal; the % refers to the signal ratio;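 note: potency is the fitted concentration of half-maximal effect; plate controls were basal doxycycline-induced cells for no effect and cells given 10 µM MG132 for full effect; MG132 reads +100%, hits lower the ratio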
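TMD8 human ABC-DLBCL cells with doxycycline-inducible IκBα–green luciferase fusion and unfused red luciferase, in 0.5% FBS medium; compounds up to 46 uM, 4 h at 37C. Green/red luminescence ratio, filter-overlap corrected, fitted to concentration-response curves.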
ASM inhibitor: human S-ASM enzyme inhibition; P17405; placental ASM, HMU-PC fluorogenic substrate, 60 min; Potency, µM (doses to about 57.5 µM), for the others: at the top dose activity change, negative = inhibition, most hits filed as inhibitors; 0.006% of 340,000 active; note: potency is the fitted concentration of half-maximal effect
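Human placenta-derived ASM enzyme was preincubated with compound for 10 minutes at room temperature, then given fluorogenic substrate HMU-PC0 (9 uM final) for 60 minutes at 37 °C; a pH 10 stop preceded fluorescence reading at Ex 386/Em 447 nm.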
TCR activator: T cell receptor activation. primary human leukocytes, anti-CD3, IL-2 HTRF, 48 h. Potency, µM (doses to about 9.22 µM), for the others: top-dose activation of IL-2 secretion, most hits filed as activators. 330,000 tested, under 10 active. AID 504894; note: % of control where 0% means no effect
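48 hr co-incubation of compounds, a-CD3 beads and primary human leukocytes; IL-2 quantified homogeneously by HTRF with anti-IL-2 K and d2 conjugates.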
PTAP TSG101 blk: blocks PTAP/TSG101 interaction to inhibit HIV-1 budding | Fluorescence polarization, FITC-PTAP peptide / Tsg101 binding | AID 493005 | Potency, µM (top dose mostly 115 µM), inactives show at the highest dose activity change, negative = inhibition, usual class: inhibitors | 340,000 tested, under 10 active | Q99816; active = well fitted inhibition curve with a large enough effect in the main read-out, with a control signal flat, not every such curve was filed as active; inconclusive = small, poorly fitted or top-dose-only effect, or effect the other way, or a change in a side signal; inactive = no such curve, though single readings can be large or run the other way; note: potency is the fitted concentration of half-maximal effect; % of control where 0% means no effect
Target sequence (Q99816 whole entry, looked up): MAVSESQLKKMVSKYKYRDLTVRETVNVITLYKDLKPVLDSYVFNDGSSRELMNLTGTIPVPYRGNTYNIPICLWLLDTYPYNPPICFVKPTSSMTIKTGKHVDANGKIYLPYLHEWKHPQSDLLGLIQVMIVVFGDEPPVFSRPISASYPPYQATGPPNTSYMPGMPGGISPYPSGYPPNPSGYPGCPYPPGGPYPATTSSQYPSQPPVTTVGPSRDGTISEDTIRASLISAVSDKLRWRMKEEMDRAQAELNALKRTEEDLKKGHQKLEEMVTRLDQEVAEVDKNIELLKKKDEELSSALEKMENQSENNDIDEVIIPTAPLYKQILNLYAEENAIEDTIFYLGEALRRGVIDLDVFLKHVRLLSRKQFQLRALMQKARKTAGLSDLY
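FP read-out: FITC-PTAP peptide, 50 nM final, binding Tsg101 binding domain, 10 uM final; 20 min, r.t.; 10 mM HEPES pH 7.5, 0.15 M NaCl, 0.01% Tween 20, 3 mM EDTA, 0.1 mM TCEP.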
TSHR antag: human thyrotropin receptor antagonism; P16473; TSHR-expressing cells, TSH-stimulated cAMP HTRF, 2 h; active compounds read low; activity change, negative = inhibition, % at 11.5 µM; 0.2% of 330,000 active; AID 504810;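 active = activity change below a set negative limit, meaning inhibition stronger than a set level, cut at about -70% in these data; inconclusive = activity change between two set negative limits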; note: % is set by controls: 0 for no effect and ±100 for the full control effect
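Competitive HTRF cAMP read-out (cryptate anti-cAMP antibody, cAMP-d2; 30 min, room temperature) in freshly harvested TSHR cells. Compounds added before TSH at EC80 (4nM final), followed by 2 hours' incubation at 37 deg C.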
An asterisk follows results filed as active; ? = inconclusive; . = no result given; [ ] = dose if it differs, or a comment. Unless noted, calls come from the whole dose curve; as a rule, active = well fitted curve in the direction sought with a large enough effect; inconclusive = small, poorly fitted or top-dose-only effect, or another doubt; inactive = no such curve, though single readings can be large; an effect the other way counts as inactive or inconclusive. Hits appear at their usual frequency; overall some 3.2% were active at least once.

SMILES	Eya2 phos inh	ELG1 DNA repair	A-T KAP1 phos	Tb PFK inh	Mito fusion yeast	Integrin act MD	BCR signal inh	ASM inhibitor	TCR activator	PTAP TSG101 blk	TSHR antag
COC(=O)c1sc(-c2ccc(Cl)cc2)cc1NC(=O)CSCC(=O)O	-15%	-2%	5%	2%	3%	6%	5%	56%[activator]	1%	-5%	-22
COc1ccc(C)cc1N1CC(C(=O)Nc2ccccc2C(=O)NC2CC2)CC1=O (configuration not stated)	3%	-2%	-1%	-1%	-3%	38%	-1%	2%	-3%	1%	-2
CCSCc1nc2ccccn2c1Br	2%	11%	0%	-2%	11%	-5%	?	5%	-2%	-7%	-6
Cn1c(/N=C/c2ccc3c(c2)OCO3)nc2ccccc21	3%	-7%	-3%	2%	4%	23%	?	2%	1%	-8%	14
Cc1ccc2c(Cl)cc(Cl)c(OCC(=O)Nc3cccc(S(=O)(=O)N(C)C)c3)c2n1	3%	-15%	11%	0%	-4%	-6%	2%	2%	-4%[46.1 µM]	1%	-13
CC(=O)c1ccccc1OCCOCCOc1ccccc1C(C)=O	3%	-11%	15%	1%	5%	-23%	-1%	1%	-6%[46.1 µM]	-1%	3
CCCNC(=O)c1c(N)n(-c2cc(OC)cc(OC)c2)c2nc3ccccc3nc12	8%	18µM*	35%	-2%	6%	-60%[inhibitor]	?	.	.	-9%	-10
CCN(CC)C(=O)C(=O)N/N=C/c1ccc(Br)cc1	1%	15%	-6%	1%	-9%	6%	4%	1%	2%	-4%	3
O=C(CSc1nnc(-c2ccc3c(c2)OCCO3)o1)N1CCCC1	16%	?	15%	2%	11%	0%	0%	-1%	5%	-9%	3
COC(=O)[C@@H]1C[C@H]2CC[C@H](O)C[C@H]2N1Cc1ccccc1OC(=O)c1cccs1	2%	16%	-13%	-1%	27%	-6%	?	1%	-1%	-4%	5
CCOc1ccc(-c2noc(CCCC(=O)NCC3CCCO3)n2)cc1OC (configuration not stated)	-7%	-13%	9%	1%	-3%	-11%	?	-1%	2%	-2%	-1
CCNC(=O)COc1ncnc2scc(-c3ccc(F)cc3)c12	-7%	-5%	-3%	-1%	5%	0%	4%	-3%	-1%	1%	-7
COc1ccc(NC(=O)CSc2nnc3ccc(-c4ccccn4)nn23)c(OC)c1	-11%	?	-13%	0%	4%	-4%	-2%	-3%	-2%	-8%	-3
Cc1ccc(C2(C)NC(=O)N(CC(=O)Nc3ccccc3C(=O)NC3CCCC3)C2=O)cc1 (configuration not stated)	-1%	1%	-1%	2%	-2%	-4%	-1%	0%	4%	-1%	4
O=C(c1ccco1)N1CCN(C(=O)c2cnn3cccnc23)CC1	-6%	7%	2%	1%	2%	0%	-3%	5%	.	0%	-11
CC(=O)c1c(-c2ccccc2)c2cc(Cl)ccc2[nH]c1=O	-5%	?	9%[11.5 µM]	1%	?	-50%[inhibitor]	-1%	-4%	4%	1%	-8
NS(=O)(=O)c1ccc(CCNS(=O)(=O)c2cccc3cccnc23)cc1	9%	14%	0%	0%	?	-21%	-1%	0%	-5%	-2%	-12
O=C(c1oc(=O)c2ccccc2c1-c1ccccc1)N1CCOCC1	-6%	0%	-6%	0%	1%	-5%	2%	1%	-3%	-4%	26
CCOC(=O)c1sc(-c2ccc(Cl)cc2Cl)nc1O	-2%	-1%	17%	0%	11%	?	6%	95%[activator]	-10%	-1%	-16
O=C(Nc1ccc(Cl)cc1)c1cc2nc(C3CC3)cc(C(F)(F)F)n2n1	-2%	10%	8%	0%	5%	6%	-1%	110%[activator]	-2%	2%	-16

An excerpt of these results, with two lines to a compound:
Order of results – Eya2 phos inh | ELG1 DNA repair | A-T KAP1 phos | Tb PFK inh | Mito fusion yeast | Integrin act MD | BCR signal inh | ASM inhibitor | TCR activator | PTAP TSG101 blk | TSHR antag
CCNC(=O)COc1ncnc2scc(-c3ccc(F)cc3)c12
    -7% | -5% | -3% | -1% | 5% | 0% | 4% | -3% | -1% | 1% | -7
COc1ccc(NC(=O)CSc2nnc3ccc(-c4ccccn4)nn23)c(OC)c1
    -11% | ? | -13% | 0% | 4% | -4% | -2% | -3% | -2% | -8% | -3
Cc1ccc(C2(C)NC(=O)N(CC(=O)Nc3ccccc3C(=O)NC3CCCC3)C2=O)cc1 (configuration not stated)
    -1% | 1% | -1% | 2% | -2% | -4% | -1% | 0% | 4% | -1% | 4
O=C(c1ccco1)N1CCN(C(=O)c2cnn3cccnc23)CC1
    -6% | 7% | 2% | 1% | 2% | 0% | -3% | 5% | . | 0% | -11
CC(=O)c1c(-c2ccccc2)c2cc(Cl)ccc2[nH]c1=O
    -5% | ? | 9%[11.5 µM] | 1% | ? | -50%[inhibitor] | -1% | -4% | 4% | 1% | -8
NS(=O)(=O)c1ccc(CCNS(=O)(=O)c2cccc3cccnc23)cc1
    9% | 14% | 0% | 0% | ? | -21% | -1% | 0% | -5% | -2% | -12

Further results follow.
SMILES	Eya2 phos inh	ELG1 DNA repair	A-T KAP1 phos	Tb PFK inh	Mito fusion yeast	Integrin act MD	BCR signal inh	ASM inhibitor	TCR activator	PTAP TSG101 blk	TSHR antag
CC1CN(C(=O)COC(=O)c2nn(-c3ccccc3)c(=O)c3ccccc23)CC(C)O1 (configuration not stated)	3%	9%	5%	1%	-5%	-14%	9%	-1%	5%	0%	4
CC(C)(C)c1ccc(S(=O)(=O)NCc2ccccn2)cc1	1%	10%	-1%	1%	7%	3%	-2%	-1%	-4%	1%	31
CC(=O)C1=NOC2C(=O)N(c3ccccc3)C(=O)C12 (configuration not stated)	-2%	13%	-3%	0%	-2%	4%	4%	4%	-2%	-5%	-4
Cc1ccccc1C(=O)c1cccn1CC(=O)NCc1ccc2c(c1)OCO2	-4%	25%	0%	-3%	3%	10%	?	-1%	.	-2%	6
Cc1[nH]c2ccccc2c1C(=O)CN1CCCCC1CCO (configuration not stated)	-2%	1%	10%	-11%	-4%	-31%	1%	0%	-4%	-1%	-11
Cc1ccc(NS(=O)(=O)N2CCOCC2)cc1	1%	?	-9%	3%	1%	16%	2%	0%	-8%	-4%	1
CCC(C)NC(=O)c1cn(CCOC)c(=O)c2c1c1ccccc1n2C (configuration not stated)	6%	-1%	8.9µM*	8%	7%	?	?	8%	5%	-1%	-1
C=C(C)C(=O)OCC(C)C	11%	1%	6%	0%	-5%	.	?	-3%	54%	-4%	-14
CCNC(=O)NC(C(=O)OC)C12CC3CC(CC(C3)C1)C2 (configuration not stated)	5%	-12%	4%	2%	-1%	14%	-3%	1%	-8%	-4%	-17
O=C(CN1CCN(Cc2ccccc2Cl)CC1)N/N=C/C=C/c1ccco1	6%	5%	-11%	0%	3%	-47%	-10%	1%	5%	-4%	-1
COc1ccc2nc(C)cc(Nc3cccc(C(=O)O)c3)c2c1	0%	-5%	-11%	-24%	-1%	1%	3%	2%	-4%	-1%	8
COc1ccccc1N(C)S(=O)(=O)c1ccc(C(=O)NCc2ccc3c(c2)OCO3)cc1	1%	?	0%	-3%	?	?	10%	0%	0%	2%	-9
CCN1CCN(c2nc3c(C)cccn3c(=O)c2/C=C(\C#N)C(=O)NCCOC)CC1	-1%	-1%	0%	-2%	-1%	13%	3%	.	-9%	5%	2
CNC(=S)N1CCN(c2c(F)cc3c(=O)c(C(=O)O)cn(C4CC4)c3c2OC)CC1C (configuration not stated)	10%	?	.	4%	2%	-8%	?	17%	1%	-6%	-13
COC(=O)c1ccc(N/C=C/C(=O)c2ccc(OC)c(OC)c2)cc1	-7%	?	.	2%	-5%	5%[7.66 µM]	?	298%[activator]	.	-3%	6
CCc1ccccc1NC(=O)c1ccc(F)c(S(=O)(=O)N2CCC(C(N)=O)CC2)c1	-1%	-24%	-1%	-2%	1%	-7%	1%	-1%	.	.	-1
CCOc1ccc(CCNC(=O)c2cccc3c2C(=O)N(CCOC)C3)cc1OCC	10%	?	22%	-19%	0%	-2%	0%	-4%	2%	0%	27
